Bioassay records: PubChem, several laboratories
HUVEC tox IL1B: HUVEC cytotoxicity counter-screen, IL-1B stimulated; HUVEC cell count loss, Hoechst imaging; cell count reduction, % at 2 µM; 94,000 tested, 0.41% active;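 active = cell count reduction more than 3 SD above the screen-wide mean, cut at about 70% in these data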;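 note: normalized per plate to untreated control cells as the no-loss baseline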
VCAM1 TNFa inh: reduces TNF alpha induced VCAM1 expression in HUVEC. HUVEC TNFa-induced VCAM-1 immunofluorescence, high-content imaging. inhibition, % at 2 µM. 95,000 tested, 0.48% active;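 active = inhibition above the batch mean plus 3 SD, with images confirmed as a hit by eye, cut at about 37% in these data; inconclusive = inhibition above that limit but hit not confirmed in images; inactive = inhibition not above that limit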;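 note: 0% = TNF-stimulated DMSO wells and 100% = unstimulated control wells; not every result past the cut was called active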
hDAT+cocaine: human DAT dopamine uptake with cocaine, either direction; LLC-PK1 hDAT cells, [14C]-dopamine uptake with cocaine IC80; actives deviate in either direction; B-score at 10 µM; 110,000 tested, 1.3% active; AID 449768;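 active = Z score or B-score, a plate-position-corrected score, falls beyond the plate's 99.7% confidence bounds, in either direction; inactive = both scores lie inside the 99.7% bounds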;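 note: scored against the spread of the other compound wells on the same plate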
PLK1 PBD inh: Plk1 (human) PBD binding inhibition. inhibition, %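 (tested at about 20 µM)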. 97,000 tested, 0.13% active. Plk1 PBD phosphopeptide binding, fluorescence polarization. P53350. AID 693; in the data active = inhibition above about 34%, passing the limit was not always enough
cytoskel mod: alters cytoskeleton assembly in HUVEC cells; inhibition, % at 2 µM; HUVEC TNFa F-actin phalloidin imaging, high content; AID 836; 91,000 tested, 0.18% active;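 active = inhibition above the batch mean plus 3 SD and confirmed as a hit by visual image inspection, cut at about 30% in these data, passing the limit was not always enough; inconclusive = above the inhibition threshold but rejected on visual inspection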; note: strong numbers were not always called active
Ecoli WT expand: E. coli BW25113 growth inhibition, expanded screen. OD600 absorbance. growth inhibition, % at 100 µM. 98,000 tested, 0.15% active. AID 710;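 active = growth inhibition above about 50% at one test dose, limit read from the data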;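 note: growth measured after 20 h incubation at 37 °C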
sEH inh: blocks human soluble epoxide hydrolase activity | recombinant human sEH enzymatic activity assay | inhibition, % at 2 µM | 91,000 tested, 0.34% active; in the data active = inhibition above about 80%; note: values of inactives mirror those of a sister screen read the other way; many of its hits are not listed in these tables
Target sequence (P34913 whole entry, looked up): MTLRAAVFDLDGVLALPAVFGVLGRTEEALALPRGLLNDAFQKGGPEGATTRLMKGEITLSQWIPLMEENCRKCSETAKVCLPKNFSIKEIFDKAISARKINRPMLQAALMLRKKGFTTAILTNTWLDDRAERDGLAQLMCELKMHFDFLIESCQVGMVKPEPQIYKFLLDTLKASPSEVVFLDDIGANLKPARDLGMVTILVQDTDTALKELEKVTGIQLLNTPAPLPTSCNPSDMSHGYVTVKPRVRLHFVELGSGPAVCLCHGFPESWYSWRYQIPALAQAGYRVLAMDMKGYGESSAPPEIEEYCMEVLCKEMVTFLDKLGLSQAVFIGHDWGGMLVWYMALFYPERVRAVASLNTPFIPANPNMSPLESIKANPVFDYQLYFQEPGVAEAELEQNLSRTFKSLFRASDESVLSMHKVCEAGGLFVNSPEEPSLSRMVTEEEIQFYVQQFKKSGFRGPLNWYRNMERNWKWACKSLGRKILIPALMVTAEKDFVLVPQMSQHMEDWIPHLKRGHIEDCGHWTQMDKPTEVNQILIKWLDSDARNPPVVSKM
PLK1 inh: blocks human PLK1 kinase activity; inhibition, % at 10 µM; AID 619; P53350; recombinant PLK1 kinase, TR-FRET peptide phosphorylation; 97,000 tested, 0.53% active;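 active = inhibition of 50% or more in the single-concentration screen; inactive = inhibition below 50%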;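 note: 0% = DMSO max control and 100% = H-89 dihydrochloride min control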
HUVEC tox TNFa: HUVEC cytotoxicity counter-screen, TNF alpha stimulated; cell count reduction, % at 2 µM; HUVEC TNFalpha-stimulated, Hoechst cell count, imaging; 93,000 tested, 0.17% active;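 active = cell count reduction exceeding the screen mean by over 5 SD, scaled to untreated wells per plate, cut at about 78% in these data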;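 note: cells counted after 24 h of TNF alpha exposure following the 1 h pretreatment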
Active calls of the source: *; ? = inconclusive; / = no result given.

SMILES	HUVEC tox IL1B	VCAM1 TNFa inh	hDAT+cocaine	PLK1 PBD inh	cytoskel mod	Ecoli WT expand	sEH inh	PLK1 inh	HUVEC tox TNFa
CC(C)Cn1cc(C(=O)N2CCOCC2)c2c3ccccc3n(C)c2c1=O	-15	10	-0.0012	4	-5	-3	-8	-12	-7
Cc1c(C)n(CC(O)CN2CCCCCC2)c2ccccc12 (stereo unspecified)	-7	-2	-0.91	-4	-16	7	7	-8	-17
COC(=O)c1c(NC(NC(=O)C(C)(C)C)C(Cl)(Cl)Cl)sc2c1CCC2 (stereo unspecified)	1	12	-1.3	3	-24	0	1	-5	-8
Cc1nc(=S)c2ccccc2[nH]1	6	18	0.34	-28	/	8	8	-8	-25
CCCCCn1c(SCC(=O)OCC)nc2cc(C(=O)N3CCC(C(N)=O)CC3)ccc2c1=O	9	-1	-0.32	26	-8	-7	-1	-6	2
CCCCCCNC(=O)c1c(O)c2cccc3c2n(c1=O)CCC3	-10	18	0.1	-10	6	-4	/	-9	-22
Cc1ccc2c(c1)N(CC(=O)N1CCN(c3nc4ccccc4s3)CC1)C(=O)C(C)O2 (stereo unspecified)	13	-6	0.79	-29	11	-6	0	3	-24
O=C(Cn1nnc(-c2ccccc2)n1)N=Nc1c(O)[nH]c2ccccc12	-2	7	-1.3	18	/	5	-14	6	-38
CCOC(=O)N1CCN(C(=O)C2CCCN(S(=O)(=O)c3cccnc3)C2)CC1 (stereo unspecified)	-9	14	-0.79	7	2	1	/	-4	-11
COc1ccccc1-c1nc(-c2ccc(Br)o2)no1	16	13	1.6	25	9	-9	/	-7	-27
Cc1ccc(/C=C/c2nnc(-c3ccc(C)cc3)o2)cc1	/	16	0.21	-26	8	-8	-8	-11	-17
CN1CCCN(C2C3CC4CC(C3)CC2C4)CC1 (stereo unspecified)	-15	26	/	-3	5	1	6	-10	-8
COc1cccc(-n2c(Cc3cc(=O)[nH]c(=O)[nH]3)nnc2SCC(=O)N2CCCCC2)c1	14	3	0.25	17	-2	-1	0	4	-33
Clc1ccc(CN(CC2CCCO2)C(c2cccs2)c2nnnn2C2CCCC2)cc1 (stereo unspecified)	-7	6	0.4	-11	15	-16	2	-3	-15
CCOC(=O)c1sc2nc(CC(=O)OC)nc(NCc3ccc(Cl)cc3)c2c1C	5	-1	-0.099	-6	-18	-11	4	-12	-10
Cc1ccc(S(=O)(=O)Cc2c(C)noc2C)cc1	10	-3	-0.27	7	6	-1	12	-9	-12
Cc1ccc(CNC(=O)CN(C)S(=O)(=O)c2cccc3nsnc23)cc1	-27	-1	0.18	-14	6	5	2	4	-8
COCCNC(=O)C(c1ccc(C)o1)N(CC1CCCO1)C(=O)Cn1nnc2ccccc21 (stereo unspecified)	-10	-7	-0.099	11	-85	0	4	-11	-11
CNC(=O)COC(=O)c1cc(NC(=O)c2ccco2)c(OC)c(OC)c1	-18	4	1	19	0	-2	-16	-15	-19
COc1ccc(C(=O)Nc2cc(C(C)=O)c(/C=C/N(C)C)oc2=O)cc1	5	3	/	-81	9	3	-3	-16	1
Cc1nc(SCC(=O)Nc2cc(C)on2)c2c(=O)n(C)c(=O)n(C)c2n1	-1	-15	-0.71	-15	4	-2	-2	-8	9
CCOC(=O)CCCNS(=O)(=O)c1c(C)ccc2nsnc12	-19	11	-0.6	9	5	-11	3	-5	-14
Cc1nnc(C)n1/N=C/c1ccc2c(c1)OCCO2	0	-5	0.7	-8	-25	0	15	-5	-42
CCn1c(SCc2cccnc2)nnc1-c1c[nH]c2ccccc12	/	/	0.13	-12	/	1	/	67*	/

By substructure: those above with a thiophene ring, fused or not (three)
SMILES	HUVEC tox IL1B	VCAM1 TNFa inh	hDAT+cocaine	PLK1 PBD inh	cytoskel mod	Ecoli WT expand	sEH inh	PLK1 inh	HUVEC tox TNFa
COC(=O)c1c(NC(NC(=O)C(C)(C)C)C(Cl)(Cl)Cl)sc2c1CCC2 (stereo unspecified)	1	12	-1.3	3	-24	0	1	-5	-8
Clc1ccc(CN(CC2CCCO2)C(c2cccs2)c2nnnn2C2CCCC2)cc1 (stereo unspecified)	-7	6	0.4	-11	15	-16	2	-3	-15
CCOC(=O)c1sc2nc(CC(=O)OC)nc(NCc3ccc(Cl)cc3)c2c1C	5	-1	-0.099	-6	-18	-11	4	-12	-10

More records:
SMILES	HUVEC tox IL1B	VCAM1 TNFa inh	hDAT+cocaine	PLK1 PBD inh	cytoskel mod	Ecoli WT expand	sEH inh	PLK1 inh	HUVEC tox TNFa
COc1ccc(C2CC(C(F)(F)F)n3ncc(C(=O)Nc4c(C)n(C)n(-c5ccccc5)c4=O)c3N2)cc1 (stereo unspecified)	5	-22	0.31	-12	4	/	-1	-21	-41
CC(C)OC(=O)CSc1nc2ncc(Cl)cc2[nH]1	-23	19	-0.16	-21	-10	-7	-6	-10	-17
O=C(NCCN1CCCCCC1)c1ccc(CS(=O)(=O)c2ccc(Br)cc2)o1	-15	2	0.24	-10	-4	0	8	-3	0
Cc1cccc(NC(=O)CCC(=O)NCCO)c1	-18	19	-0.52	-3	-7	/	-6	-8	-2
CCN(CC)S(=O)(=O)c1cccc(C(=O)OCc2cc(=O)n3nc(C)sc3n2)c1	7	-4	0.81	8	5	-4	/	-17	-35
CCOc1ccc2nc(NC(=O)CN3CCC(n4nnc5cc(F)ccc54)CC3)sc2c1	-31	-7	4.3*	-13	35	-13	3	2	-46
COc1ccc(CN2CCN(S(=O)(=O)c3ccccc3)CC2)c(OC)c1	-37	-6	0.0066	43	14	7	0	-1	-11
CCOC(=O)Cc1nnc(NC(=O)COc2ccc(C)cc2)s1	-11	3	0.42	-6	30	-14	-6	-11	-3
Cc1ccc(NC(=O)c2ccc(OC(=O)c3cc4ccccc4o3)cc2)cc1	-9	0	0.26	-11	3	-13	-6	13	-14
CCN(CC)CC(=O)Nc1c(Br)ccc2c1OCO2	-120	-12	0.05	12	15	1	-9	-7	-23
O=C(CSc1nnc(-c2ccc(Cl)cc2Cl)n1C1CCCCC1)NC1CCS(=O)(=O)C1 (stereo unspecified)	-36	4	0.49	6	-7	4	11	-10	-25
CCOC(=O)N1CCN(C(=O)CS(=O)(=O)c2cn(Cc3ccccc3C)c3ccccc23)CC1	-148	-9	0.42	-9	-4	-12	3	-9	-2

Complete entries, looked up by structure. Screens in order: HUVEC tox IL1B	VCAM1 TNFa inh	hDAT+cocaine	PLK1 PBD inh	cytoskel mod	Ecoli WT expand	sEH inh	PLK1 inh	HUVEC tox TNFa
Profile of O=C(CSc1nnc(-c2ccc(Cl)cc2Cl)n1C1CCCCC1)NC1CCS(=O)(=O)C1 (stereo unspecified) : -36	4	0.49	6	-7	4	11	-10	-25
Profile of CCOC(=O)N1CCN(C(=O)CS(=O)(=O)c2cn(Cc3ccccc3C)c3ccccc23)CC1 : -148	-9	0.42	-9	-4	-12	3	-9	-2

Next section:
SMILES	HUVEC tox IL1B	VCAM1 TNFa inh	hDAT+cocaine	PLK1 PBD inh	cytoskel mod	Ecoli WT expand	sEH inh	PLK1 inh	HUVEC tox TNFa
COC(=O)c1ccc(NC(=O)CN(C)S(=O)(=O)c2ccc(OC)c(C)c2)cc1	3	-16	0.14	10	-6	-7	-3	-5	2
O=C(NC1CC1)C1CCCN1S(=O)(=O)c1ccc2ccccc2c1 (stereo unspecified)	-32	-17	-0.5	-13	2	-4	-9	-5	6
Cc1cccc(OCC(=O)OCC(=O)c2c(N)n(C)c(=O)n(C)c2=O)c1C	-103	0	-0.65	29	11	-5	-17	-8	-24
CCOCCN(C(=O)COC)c1cccc(OC)c1	20	16	-1.1	-16	-2	1	-19	-5	-35
CCC(=O)N/C(=N\OCc1ccc(F)cc1)c1nonc1NC(=O)CC	-7	0	-1	0	/	-2	5	36	1
Cc1ccc(/C(N)=N/OC(=O)c2ccco2)cc1	19	5	-0.54	0	-6	/	-10	-11	-9
Cc1ccc(SCc2[nH]nc3c2C2(C(=O)Nc4ccc(F)cc42)C(C#N)=C(N)O3)cc1 (stereo unspecified)	4	16	-0.78	-3	4	-1	-3	-6	-8
O=C(Oc1nsnc1N1CCOCC1)N1CCCC1	/	-5	-0.032	2	13	/	-6	-10	-11
CCOc1ccc(CN2CCN(c3cc(C)nc4c5c(C)cc(C)nc5nn34)CC2)cc1	25	4	-0.25	34	2	6	-18	-17	-2
CCCCC1CCC(C(=O)Nc2c(C)n(C)n(-c3ccccc3)c2=O)CC1 (stereo unspecified)	20	12	/	13	-1	/	18	-6	-11
O=C(/C=C/c1ccc(Br)cc1)NC1CCCCCC1	-3	3	-0.9	-56	-4	-8	31	1	4
O=C(NCC1CCCCC1)C1CCN(C(=O)NC2CCCCC2)CC1	-36	11	-0.31	0	12	5	/	-7	-4
CCOC(=O)C1=C(CNCc2ccc(C)cc2)NC(=O)NC1c1cc(C)ccc1C (stereo unspecified)	19	-18	0.21	6	/	0	-5	2	23
O=C1C(Cc2ccccc2)NC(=S)N1c1ccccc1 (stereo unspecified)	17	?	-0.29	-16	25	1	-2	-14	5
COC(=O)CCS(=O)(=O)c1ccc(Cl)cc1	2	2	-0.2	5	2	6	-16	-10	3
CCOc1ccc(-c2nnc3sc(COc4ccc(Cl)cc4)nn23)cc1	-68	6	-0.29	-3	-45	-4	-1	-3	-15
